# DT40 TDP1 CPT = growth inhibition of DT40 Tdp1-/-;hTDP1 cells with camptothecin (screen for TDP1 inhibitors); hit rate 12% among 420,000; chicken DT40 Tdp1-/-;hTDP1 cells + 20 nM CPT, ATP luminescence, 48 h; Potency, µM (series often up to 46.2 µM), for the others: at the highest dose activity change, negative = growth inhibition, most hits filed as inhibitors; also: nearly all actives have a fitted effect of over 55% in size
#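 Cell growth measured by CellTiter-Glo luminescence after a minimum 48 h, 37 C compound exposure with 20 nM CPT in Tdp1-knockout DT40 cells stably expressing hTDP1, seeded 400/well; qHTS titration format.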
# DT40 TDP1 no CPT = qHTS for Inhibitors of human tyrosyl-DNA phosphodiesterase 1 (TDP1): qHTS in cells in absence of CPT | DT40 Tdp1-/- hTDP1 cells, no CPT, ATP luminescence, 48 h | hit rate 15% among 420,000 | Potency, µM (doses to about 46.2 µM), for inactives: at the top dose activity change, negative = growth inhibition, hits mostly inhibitors; also: nearly all actives have a fitted effect of over 55% in size
#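 Compound effects on proliferation are scored in DT40 Tdp1-/-;hTDP1 cells in the absence of CPT. ATP levels (CellTiter-Glo luminescence) are recorded after a ≥48 hr, 37 °C incubation.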
# GCN5L2 inh = blocks human GCN5L2 histone acetyltransferase. GCN5L2 HAT assay, ThioGlo1 CoA-SH fluorescence. Potency, µM (top dose mostly 58.9 µM), without a hit: top-dose activity change, negative = inhibition, hits mostly inhibitors. hit rate 0.21% among 390,000
# Target sequence (Q92830 whole entry, looked up): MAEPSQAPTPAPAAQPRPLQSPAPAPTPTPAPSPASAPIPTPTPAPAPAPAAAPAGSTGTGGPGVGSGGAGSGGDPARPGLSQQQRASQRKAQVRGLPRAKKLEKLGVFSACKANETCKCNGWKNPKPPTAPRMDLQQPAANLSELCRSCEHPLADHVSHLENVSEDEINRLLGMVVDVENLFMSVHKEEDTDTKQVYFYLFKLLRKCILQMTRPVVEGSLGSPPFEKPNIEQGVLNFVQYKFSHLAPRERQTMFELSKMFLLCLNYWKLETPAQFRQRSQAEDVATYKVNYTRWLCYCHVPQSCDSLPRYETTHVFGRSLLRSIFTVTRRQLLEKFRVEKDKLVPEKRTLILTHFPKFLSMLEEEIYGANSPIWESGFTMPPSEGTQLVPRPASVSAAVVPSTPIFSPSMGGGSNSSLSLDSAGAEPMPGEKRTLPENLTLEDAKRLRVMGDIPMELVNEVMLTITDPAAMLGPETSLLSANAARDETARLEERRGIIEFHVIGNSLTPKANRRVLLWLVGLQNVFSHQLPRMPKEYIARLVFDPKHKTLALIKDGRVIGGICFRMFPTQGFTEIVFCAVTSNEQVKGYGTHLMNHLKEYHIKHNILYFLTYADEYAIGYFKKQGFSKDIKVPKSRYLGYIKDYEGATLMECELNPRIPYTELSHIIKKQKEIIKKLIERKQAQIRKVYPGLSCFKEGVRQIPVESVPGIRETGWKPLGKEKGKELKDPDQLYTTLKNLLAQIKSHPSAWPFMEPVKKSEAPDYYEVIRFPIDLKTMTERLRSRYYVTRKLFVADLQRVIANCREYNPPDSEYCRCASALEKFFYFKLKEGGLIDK
#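 Enzyme at 20nM final was mixed with library compounds for 15 min at room temperature. Peptide H3(1-25) at 75uM, acetyl-CoA at 70uM and ThioGlo1 at 50uM were then added. Plates were read immediately and after 20 min (Ex340nm/Em540nm).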
# The depositor's hits bear a star; u = inconclusive; x = no result given; & = joins results of further samples; [ ] = dose if it differs, or a comment. Calls follow the shape of the dose curve; as a rule, active = well fitted curve in the direction sought with a large enough effect; inconclusive = small, poorly fitted or top-dose-only effect, or another doubt; inactive = no such curve, though single readings can be large; an effect the other way counts as inactive or inconclusive. % is scaled to controls: 0 for no effect and ±100 for the full control effect; potency is read from the fitted curve at half-maximal effect. These rows are one share of the data; count on the stated rates, not on these rows.
smiles | DT40 TDP1 CPT | DT40 TDP1 no CPT | GCN5L2 inh
O=C(COC(=O)CNC(=O)c1cccc([N+](=O)[O-])c1)Nc1nc2ccccc2s1 | 7% | -9% | -4%
S=C(CN1CCCC1=S)N1CCOCC1 | 0% | -12% | x
COc1ccc(C(=O)CSc2nnc(C(CO)NC(=O)c3ccc(OC)cc3)n2C)cc1 (centres undefined) | -25% | -7% | -3%
COc1ccc(Cl)cc1NC(=S)N1CC(C)OC(C)C1 (centres undefined) | -1% | 1% | -4%
Cc1ccc(NC2CCCN(C(=O)c3ccc4nccnc4c3)C2)cc1C (centres undefined) | 7% | -5% | -7%
CCCn1c(NCc2ccco2)nc2ccccc21 | 10% | 0% | -7%
CCC1COCCS(=O)(=O)N1Cc1ccc(Cl)cc1 (centres undefined) | u | u | 7%
CCc1ccc(NC(=O)C2CCCN(S(=O)(=O)c3cccnc3)C2)cc1 (centres undefined) | u | u | -4%
Cc1cccc(Cl)c1OCCCN1CCOCC1 | -1% | -17% | -4%
CN(C)S(=O)(=O)c1ccc(C(=O)NCC(C)(C)N2CCOCC2)cc1 | 14% | -2% | -5%
O=C(CCc1ccccc1)Nc1nncs1 | -1% | -3% | -10%
Cc1ccc(C)c(Nc2nnc(-c3ccc(C)c(S(=O)(=O)N4CCCCC4)c3)c3ccccc23)c1 | 4.1µM* | 9.2µM* | -8%
CCCN(CC(=O)Nc1ccccc1C)C(=O)c1sc2ccccc2c1Cl | -20% | u | -1%
O=C(NCc1ccc(F)cc1)c1c2c(nc3ccccc13)CCN(Cc1ccccc1)C2 | 7% | -4% | -1%
CCOC(=O)c1cnc2sc3c(n2c1=O)CCCC3 | 26µM* | 15µM* | -8%
C=CCn1c(-c2csc3ccccc23)n[nH]c1=S | -5% | -12% | -3%
CCCn1c(=O)c(C(=O)NNS(=O)(=O)c2ccc(C)cc2)c(O)c2ccccc21 | u | u | -8%
CC(C)NC(=S)N1CCN(C(c2ccccc2)c2ccccc2)CC1 | 29µM* | u | -5%
CCN(CC)S(=O)(=O)c1ccc(NC(=O)Cc2cccs2)cc1 | u | u | -15%
CN1OC[C@@H]2CN(S(=O)(=O)c3ccccc3)[C@H](c3ccc(-n4ccnc4)cc3)C[C@@H]21 | 2% | 0% | x
Cc1ccc(C)c(N2CCN(C(=O)CCc3nc(-c4ccc(F)cc4)no3)CC2)c1 | 3% | -24% | -6%
COc1ccc(-c2onc(C)c2C)cc1S(=O)(=O)N1CCN(c2ccc(Cl)cc2)CC1 | 7% | 8% | 21%
CCOC(=O)c1c(-c2ccccc2)csc1NC(=O)CSc1nc(N)cc(N)n1 | u | 8.2µM* | -2%
CCN1C(=O)[C@@H]2[C@@H](c3ccc(-c4cccc(Cl)c4)cc3)N3CCC[C@@]3(C(=O)OC)[C@@H]2C1=O | 15µM* | 16µM* | -18%

# Shown with two lines to a compound: entries from further up.
# Screens in order: DT40 TDP1 CPT	DT40 TDP1 no CPT	GCN5L2 inh
- CC(C)NC(=S)N1CCN(C(c2ccccc2)c2ccccc2)CC1
 : 29µM*	u	-5%
- CCN(CC)S(=O)(=O)c1ccc(NC(=O)Cc2cccs2)cc1
 : u	u	-15%

# Continued.
smiles | DT40 TDP1 CPT | DT40 TDP1 no CPT | GCN5L2 inh
Cc1nc(-c2ccccc2)nc2sc(C(=O)c3ccc(F)cc3)c(N)c12 | u | u | -4%
CC(=O)Nc1cc(-c2ccc(C(=O)N3CCOCC3)cc2)cn2c(-c3ccc(F)cc3)cnc12 | u | 8.2µM* | x
O=C(CCc1ccccc1)Nc1nc2n(n1)C(c1ccc(Cl)cc1)CC(=O)N2 (centres undefined) | -9% | -33% | -12%
CN(c1ccccc1)S(=O)(=O)c1cc(Cl)ccc1Cl | 7% | -7% | -7%
COc1cccc(C(=O)NC(=O)Nc2nc(C)cc(C(F)(F)F)n2)c1 | -1% | 2% | -13%
COc1ccc(CNCCNC(=O)c2cccs2)c(OC)c1OC | -3% | 1% | -3%
O=C(Nc1cccc(-n2cnnn2)c1)c1cccs1 | -7% | u | -5%
Cc1c(-c2nc(-c3cccnc3)no2)cccc1[N+](=O)[O-] | 18µM* | 18µM* | -3%
COc1cccc(CNC(=O)CSc2nc3ccccc3nc2Cc2ccccc2)c1 | u | u | -16%
O=C(COC(=O)[C@@H]1CCCN1S(=O)(=O)c1ccccc1F)NCc1ccc2c(c1)OCO2 | -19% | -6% | 1%
O=S(=O)(NCc1ccc(F)cc1)c1ccccc1Br | u | u | u
CCCCC1CN2CCc3c([nH]c4ccccc34)C2(C)C1 (centres undefined) | u | 18µM* | 3%
COc1ccc(CNC(=O)COc2ccc(Br)c(C)c2)cc1 | -4% | 16% | 53%[activator]
O=C(c1nn2c(C(F)(F)F)cc(-c3ccccc3)nc2c1Cl)N1CCN2CCCC2C1 (centres undefined) | 21µM* | u | u
O=C(N/C(=C/C=C\c1ccccc1)C(=O)N1CCOCC1)c1ccc(Br)cc1 | u | 0% | -17%
COc1cc2nc(N(CCN(C)C)C(=O)c3ccc(S(=O)(=O)N(C)CC4CCCO4)cc3)sc2cc1OC (centres undefined) | -9% | -18% | -3%
CCOCc1cc(C2NC(=O)NC(C)=C2C(=O)OCC)ccc1OC (centres undefined) | 0% | -5% | -10%
Cc1ccn2c(=O)c(C(=O)NCCCN3CCCCC3C)c(O)nc2c1 (centres undefined) | 10%&-1% | 2%&-14% | -17%&-1%
COc1ccc(S[C@@H](CCN2CC[C@H](NC(=O)OCc3ccccc3)CCC2=O)c2ccccc2)cc1 | 18µM* | 23µM* | -11%
CCc1cccc(OCCCCN(CC)CC)c1 | -27% | -11% | -11%
CN(C)S(=O)(=O)Oc1cccc(C(=O)Nc2ccccc2Cl)c1 | u | u | -23%
CCOC(=O)N/N=C\c1cccc(OC)c1OC/C=C/c1ccccc1 | u | -24% | -12%
N#Cc1ccc(CSc2nnc(NC(=O)C3CC(=O)N(c4ccc5c(c4)OCCO5)C3)s2)cc1 (centres undefined) | 2% | 12% | -6%
Cc1cc(C)c2c(CC(=O)Nc3ccc(S(=O)(=O)Nc4nc(C)cc(C)n4)cc3)coc2c1 | u | u | -1%
CCCCCN1CC(=O)N2[C@@H](Cc3c([nH]c4ccccc34)C2(C)C)C1=O | u | u | -1%
Cn1ncc([N+](=O)[O-])c1C(=O)Nc1ccc(-c2nc3ccccc3[nH]2)cc1 | u | 18µM* | -13%
COc1cccc(C(=O)N(CN2CCCC2=O)c2cc(C)on2)c1 | 5% | -17% | -1%
O=[N+]([O-])c1nn(-c2ccc(Cl)cc2)n(O)c1=NCc1ccccc1 | 10µM* | u | -4%
CCOc1ccc(CCNC(=O)Cn2nc(CC)n3c(cc4ccccc43)c2=O)cc1 | -20% | u | -1%
COc1ccc(S(=O)(=O)Nc2ccc3c(c2)OCO3)cc1 | -27% | u | -3%
COc1ccc(-c2nn(C)c(=O)c3ccccc23)cc1NC(=O)Cn1nc(-c2ccccc2)c2ccccc2c1=O | u | u | -14%
CCOc1ccc(NC(=O)CSc2nnc3c(n2)[nH]c2ccc(S(=O)(=O)N(C)C)cc23)cc1 | 12% | u | x
COc1ccc2[nH]cc(C(=O)NCCc3ccccc3)c(=O)c2c1 | -26% | 18µM* | -3%
O=C(NCCNc1ccc([N+](=O)[O-])cc1)c1cc(F)c(F)cc1Cl | -29% | -28% | x
CCc1c(O)nc(SC2CC(=O)N(c3ccc(F)c(Cl)c3)C2=O)[nH]c1=O (centres undefined) | 18% | 8% | -11%
COc1ccccc1N1CCN(C2CCCN(C(=O)c3oc(C)cc3C)C2)CC1 (centres undefined) | -25% | u | -30%

# Some of the entries so far, field by field.
structure: Cc1ccc(NC2CCCN(C(=O)c3ccc4nccnc4c3)C2)cc1C (centres undefined)
  DT40 TDP1 CPT: 7% | DT40 TDP1 no CPT: -5% | GCN5L2 inh: -7%
structure: COc1ccc(S(=O)(=O)Nc2ccc3c(c2)OCO3)cc1
  DT40 TDP1 CPT: -27% | DT40 TDP1 no CPT: u | GCN5L2 inh: -3%
structure: CN(c1ccccc1)S(=O)(=O)c1cc(Cl)ccc1Cl
  DT40 TDP1 CPT: 7% | DT40 TDP1 no CPT: -7% | GCN5L2 inh: -7%
structure: O=C(COC(=O)CNC(=O)c1cccc([N+](=O)[O-])c1)Nc1nc2ccccc2s1
  DT40 TDP1 CPT: 7% | DT40 TDP1 no CPT: -9% | GCN5L2 inh: -4%

# Next part
SMILES | DT40 TDP1 CPT | DT40 TDP1 no CPT | GCN5L2 inh
CCc1ccc(NC(=O)C(CC)n2c(=O)c(C(F)(F)F)nc3ccccc32)cc1 (centres undefined) | u | u | -12%
O=C(COc1ccc(S(=O)(=O)NC2CCCCC2)cc1)NC1CC1 | -10% | 25% | -6%
CCN(CC(=O)Nc1ccc(NC(C)=O)cc1)C(=O)CCCOc1ccc(C(C)(C)C)cc1 | 18µM* | 23µM* | -3%
O=C(Nc1cccc(Oc2ccccc2)c1)C1Cc2c(-c3ccco3)ccnc2O1 (centres undefined) | u | u | x
O=c1[nH]c(/C(=N\O)c2ccccc2)no1 | u | 15µM* | -12%
Nc1ccc(CCc2ccc(N)cc2)cc1 | 5% | 3% | x
CC1=N/C(=C\c2ccc(OC(C)C)cc2)C(=O)N1c1ccc(C(=O)O)cc1 | u | -13% | -6%
COc1cc(C(=O)N2CCN(c3ccccc3)CC2)c2ccccc2n1 | 0.92µM* | 0.73µM* | x
CCc1ccc(NC(=O)C2=CC(c3ccc(OC)c(OC)c3)=NS(=O)(=O)N2C)cc1 | 12µM* | 18µM* | -13%
O=C(C1=C[C@@H](c2coc3ccccc3c2=O)C[C@@H](OCc2ccc(CO)cc2)O1)N1CCN(Cc2ccc3c(c2)OCO3)CC1 | 21µM* | 15µM* | 0%
Cc1cc(S(=O)(=O)Nc2ccc3ccccc3c2)c(C)s1 | 10µM* | 11µM* | -20%
O=C(Nc1ccc(N2CCN(C(=O)c3ccccc3)CC2)cc1)c1cccs1 | 18µM* | 21µM* | 2%
O=C(COC(=O)c1cc([N+](=O)[O-])ccc1N1CCOCC1)Nc1cccc(F)c1 | -29% | 10% | -4%
Cc1ccc(C(=O)Nc2ccc3c(c2)OCCO3)c(Cl)c1 | -8% | -30% | -15%
CC(C)CCNC(=O)C1CCCN(S(=O)(=O)c2ccc(F)cc2)C1 (centres undefined) | u | u | -5%
Cc1ccc(C(=O)Cn2cc([N+](=O)[O-])nc2C)cc1 | -8% | -15% | -3%
CCNc1nc(NCC)nc(SCC(C)=O)n1 | 25% | u | 1%
O=C(NCCc1cccnc1)c1cnn(-c2ncc3c(n2)-c2ccccc2CC3)c1C1CC1 | 6%[9.04 µM] | u | x
Cc1ccc(S(=O)(=O)N2[C@H](CC(=O)c3cccs3)OC[C@@H]2C(C)C)cc1 | u | 18µM* | x
CCOc1ccc(CCNC(=O)CCn2nc(C)c3c(C)n(-c4ccccc4)nc3c2=O)cc1 | 7% | 16% | -2%
CCOC(=O)C1CCCN(C(=O)CSc2ccc(Br)cc2)C1 (centres undefined) | 13µM* | 18µM* | -13%
COC(=O)c1cc(CNC(=O)C2CC(=O)N(c3ccc4c(c3)OCCO4)C2)ccc1OC (centres undefined) | 8% | 6% | -15%
Cc1oncc1C(=O)N1CCCC(CO)(Cc2ccc(F)cc2F)C1 (centres undefined) | 7% | -21% | -4%
CC(=O)Nc1ccc(Oc2cnc3ccccc3n2)cc1 | u | u | -8%
N#CC1=C(N)Oc2n[nH]c(-c3cccnc3)c2C1c1cc(F)ccc1F (centres undefined) | -21% | u | -2%
CSc1ccc(CN2CCC(C)(Oc3cccc(C#N)c3)C2)cc1 (centres undefined) | u | u | x
Cc1cccc(C)c1OCC(=O)Nn1c(C)nc2ccccc2c1=O | -16% | -10% | -10%
COc1ccc2[nH]c3c(c2c1)CCN1C(=O)C(CC(=O)NCCN2CCOCC2)C[C@H](C(=O)N2CCOCC2)[C@@]31CCC1CCCC1 (some centres undefined) | u | -14% | 1%
N=c1n(CCO)c2ccccc2n1Cc1ccccc1F | u | u | 1%
Cc1nn(Cc2ccccc2)c(C)c1NC(=O)c1cc(-c2ccc3c(c2)OCO3)on1 | u | u | -8%
Cc1cccc(NC(=O)NCC(c2ccco2)N2CCCCC2)c1 (centres undefined) | -12% | -13% | -2%
CCOC(=O)c1cnn(-c2cc(Oc3cccc(C)c3)ncn2)c1N | -17% | u | -22%
CC(=O)Nc1ccc(SC(C)C(=O)NC2CCCC2)cc1 (centres undefined) | 2% | -6% | -3%
CCOc1ccc(-c2cccc(NC(=O)COc3ccc(Cl)cc3)c2)nn1 | u | u | -2%
CCCN1C(=O)/C(=C/c2nc3ccccc3c(=O)[nH]2)c2cc(C)ccc21 | 21µM* | 8.2µM* | -3%

# Screens from PubChem BioAssay.
